Compound activity deposited in PubChem by several laboratories.
TRPC4 potent: TRPC4 (mouse) allosteric potentiation | B-score at 10 µM | HEK293 TRPC4beta/mu-opioid, DAMGO EC20, Fluo-4 Ca2+ flux; hits give high values | AID 2227 | actives 0.42% (n = 310,000);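 active = B-score of calcium response area above 5 SD of library B-scores, with initial fluorescence ratio within 5 SD of library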;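 note: B-score of integrated fluorescence ratio over time as area under calcium response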
Platelet DG rel: platelet dense granule release activity. human platelet-rich plasma, SFLLRN dense granule ATP release, luminescence. inhibition, %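 (compounds screened at 7.5 µM in platelet-rich plasma)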. actives 0.22% (n = 300,000). AID 1663;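 active = mean replicate score, as percent of positive control, at or above 50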
TRPC4 agonist: activators of mouse TRPC4 channel; AID 2237; B-score at 10 µM; HEK293 TRPC4beta/mu-opioid, Fluo4 calcium fluorescence; hits give high values; Q9QUQ5; actives 0.49% (n = 310,000);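 active = B-score above 5 SD of library B-scores, and initial fluorescence ratio not above library mean plus 5 SD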;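 note: positive B-score marks a calcium rise read as TRPC4 activation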
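Assay system: HEK293 stable line with TRPC4beta plus mu-opioid receptor. Times: dye 45 min RT, read 110 s. Measured by: kinetic Fluo4 calcium fluorescence. Measure: B score of integrated ratio. Controls: assay buffer as low control, maximal DAMGO as high control.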
PolyA inhibitor: blocks polyadenylation in yeast reporter cells; S. cerevisiae SKY197-pL101 polyadenylation reporter, beta-gal luminescence; efflux-impaired pdr1/pdr3 knockout yeast; score 100 = 6 SD above DMSO; calls only at 12 µM; actives 0.02% (n = 300,000); AID 1875;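 active = lowest replicate activity score at least 50, where 100 means six control SD above control mean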;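 note: yeast exposed to compound for 9 h at 30 °C; higher score means more reporter readthrough which indicates perturbed polyadenylation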
DYRK1A inh: Dyrk1A (rat) kinase inhibition. inhibition, % at 12.5 µM. Q63470. ADP-Glo luminescence, NFATc1 peptide. actives 0.43% (n = 310,000); in the data active = inhibition above about 50%;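 note: plate controls were vehicle with enzyme for no effect and no enzyme for full effect; many of its hits are not listed in these tables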
TRPC4 block: inhibitors of mouse TRPC4 channel; HEK293 TRPC4beta/mu-opioid, DAMGO-evoked Fluo4 calcium flux; hits give low values; actives 0.39% (n = 300,000); B-score at 10 µM; Q9QUQ5;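 active = B-score over 3 SD under the library average, no early fluorescence shift, positive overall ratio signal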
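Assay system: HEK293 cells with stable TRPC4beta plus mu-opioid receptor expression; Probe or stimulus: DAMGO in two steps, submaximal then maximal; Dosing: single-point compound dosing; Measured by: Fluo4 calcium-dye fluorescence, kinetic read; Read-out basis: B score from integrated Fluo4 fluorescence ratio.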
KCNK3 inh: human KCNK3 channel inhibition, primary screen | AID 602410 | actives 0.84% (n = 340,000) | O14649 | CHO-KCNK3 thallium flux, FluxOR fluorescence; hits give low values | B-score at 10 µM;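 active = B-score under library mean minus 4 SD, starting fluorescence ratio at most library mean plus 5 SD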;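 note: more negative B-score means stronger inhibition of thallium flux through KCNK3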
Target sequence (O14649 whole entry, looked up): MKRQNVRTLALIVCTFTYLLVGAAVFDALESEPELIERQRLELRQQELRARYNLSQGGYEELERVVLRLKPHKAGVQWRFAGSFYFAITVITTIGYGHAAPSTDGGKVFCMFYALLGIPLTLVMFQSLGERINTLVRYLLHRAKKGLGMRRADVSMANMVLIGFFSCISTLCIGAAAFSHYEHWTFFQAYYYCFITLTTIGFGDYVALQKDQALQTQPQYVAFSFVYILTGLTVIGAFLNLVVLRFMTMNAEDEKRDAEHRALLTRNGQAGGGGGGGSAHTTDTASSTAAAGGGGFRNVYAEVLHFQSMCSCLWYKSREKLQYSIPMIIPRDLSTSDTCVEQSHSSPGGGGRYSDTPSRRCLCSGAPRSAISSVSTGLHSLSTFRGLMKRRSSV
KCNQ1 act: potentiates or activates the human KCNQ1 potassium channel; P51787; CHO-K1 KCNQ1, thallium flux FluxOR fluorescence; hits give high values; B-score at 10 µM; actives 0.35% (n = 310,000); AID 2648;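 active = fluorescence ratio B-score, a plate-corrected score, at least three library SD, with initial intensity B-score within 5 SD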
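System: CHO-K1 cells stably expressing KCNQ1 / Medium: assay buffer for compound exposure, DMSO matched across wells / Reagent: thallium- and potassium-containing depolarizing buffer / Compound: one concentration, matched DMSO / Incubation: 20 min compound pretreatment at room temperature / Measured by: kinetic FluxOR fluorescence, 10 s baseline plus 110 s post-stimulus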
KCNK9 inh: blocks the human KCNK9 two-pore domain potassium channel; Q9NPC2; HEK293 KCNK9, FluxOR thallium flux fluorescence; hits give low values; B-score at 10 µM; actives 1.2% (n = 310,000);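 active = ratio B-score over 3 SD below the library mean, with starting fluorescence within 5 SD of its mean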;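 note: negative B-score means less thallium flux so channel inhibition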
Target sequence (Q9NPC2 whole entry, looked up, the tested form may be a part): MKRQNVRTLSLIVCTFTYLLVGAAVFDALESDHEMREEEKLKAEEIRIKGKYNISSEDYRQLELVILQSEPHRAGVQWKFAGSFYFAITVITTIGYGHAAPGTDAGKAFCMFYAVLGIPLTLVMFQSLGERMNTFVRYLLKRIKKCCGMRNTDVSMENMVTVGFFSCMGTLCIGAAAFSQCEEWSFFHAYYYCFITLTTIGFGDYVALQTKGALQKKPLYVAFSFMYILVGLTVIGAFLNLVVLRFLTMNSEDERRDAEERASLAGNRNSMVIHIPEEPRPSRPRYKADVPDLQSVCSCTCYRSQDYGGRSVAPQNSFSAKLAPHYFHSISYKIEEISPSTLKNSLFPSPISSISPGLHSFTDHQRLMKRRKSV
hERG rescue: shields human hERG channel from block by proarrhythmic agents. CHO-hERG, FluxOR thallium flux, dofetilide IC70 present. actives 0.51% (n = 310,000). Q12809. activation (rescue from dofetilide block), less the hit threshold, % at 10 µM. AID 1511;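 active = activation above the mean of controls blocked by dofetilide plus 5 SD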;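 note: thallium influx through hERG after potassium depolarization seen as dye fluorescence rise; in these data hits start at about 4.7%; inactives centre near -7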
KCNQ1 block: blocks the human KCNQ1 potassium channel | actives 1.3% (n = 310,000) | B-score at 10 µM | CHO-K1 KCNQ1, FluxOR thallium flux fluorescence; hits give high values;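 active = compounds whose thallium flux B-score, printed positive for inhibition, exceeds three library SD while starting fluorescence stays within three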;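 note: channel opened by potassium depolarization with thallium stimulus after 20 min compound exposure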
Numbers without * were called inactive; i = inactive; . = not tested or not shown. An excerpt; the hit share may differ from the screen's.

structure	TRPC4 potent	Platelet DG rel	TRPC4 agonist	PolyA inhibitor	DYRK1A inh	TRPC4 block	KCNK3 inh	KCNQ1 act	KCNK9 inh	hERG rescue	KCNQ1 block
Cc1ccc(C(C(=O)NC2CCCCC2)N(CC2CCCO2)C(=O)CNC(=O)c2cccs2)cc1 (centres undefined)	i	2	i	i	5	i	i	i	i	-8	i
CSc1c(CC(=O)NCCCO)n(Cc2ccccc2)c2ccccc12	i	5	i	i	15	i	i	i	i	-4	i
O=S(=O)(Cc1ccccc1Cl)c1ncn[nH]1	i	-15	i	i	.	i	i	i	i	-7	i
COc1ccc(Cc2noc(CN(C)Cc3ccc(-n4cccn4)cc3)n2)cc1OC	i	1	i	i	-8	i	i	i	i	-12	i
COc1ccc(C2/C=C\CN(C(=O)Oc3ccc(C(F)(F)F)cc3)CC(=O)N2Cc2ccc(F)cc2)cc1 (centres undefined)	i	12	i	.	9	i	i	i	i	-9	i
CCOc1cc(C(=O)CSc2nnc(CNc3ccc(Cl)cc3)o2)ccc1NC(=O)CC	i	-3	i	i	27	i	i	i	i	2	i
CCc1cc2c(=O)[nH]c(CC(N)=O)nc2s1	i	0	i	i	3	i	i	i	i	-8	i
CN(C)CCNc1oc(/C=C/c2ccccc2)nc1C#N	i	-2	i	i	-1	i	i	i	i	-9	i
O=C1N=C(N2CCOCC2)S/C1=C\c1ccncc1	i	8	i	i	6	i	i	i	i	-4	i
Cc1cc(C)c(S(=O)(=O)c2ccc(Cl)cc2)c(=O)[nH]1	i	.	i	i	-10	i	i	i	i	-1	i
COc1ccc(NC(=O)CCCC(=O)OCC(F)(F)C(F)F)cc1	i	1	i	i	-36	i	i	i	i	-3	i
O=C1c2ccccc2-c2onc3ccc(NCCCn4ccnc4)c1c23	i	11	i	i	.	i	.	i	i	-21	i
O=C(CCCc1ccccc1)Nc1cccnc1	i	-9	i	i	2	i	i	i	i	-6	i
CCOc1ccc2nc(N3CCC(C(=O)Nc4nnc(CC)s4)CC3)sc2c1	i	-1	i	i	2	i	i	i	i	-6	i
COc1ccc(C(=O)N2CCN(C)C(=O)[C@@H]2C)cc1OC1CCN(C(C)=O)CC1	i	8	i	i	1	i	i	i	i	-9	i
COc1ccc(Br)cc1C(=O)Nc1ccccc1N1CCCC1	i	5	i	i	2	i	-9.8*	i	i	-11	i
COCCN(C(=O)C1CC1)c1nnc(-c2ccc(C)cc2)s1	i	8	i	i	1	i	i	i	i	-2	i
Cc1cc2c(cc1S(=O)(=O)N(C)c1ccccc1)n(C)c(=O)n2C	i	-3	i	.	0	i	i	i	i	-4	i
O=C(CCCC(=O)N/N=C\c1ccccn1)N/N=C\c1ccccn1	i	1	i	i	-4	i	i	i	i	-17	i
O=C(O)c1ccc(C2Nc3ccccc3C(=O)N2Cc2ccccc2)cc1 (centres undefined)	i	-21	i	i	-3	i	i	i	i	-5	i
O=C(Nc1ccc2nc3n(c(=O)c2c1)CCCCC3)c1ccccc1[N+](=O)[O-]	i	3	i	i	6	i	i	i	i	-5	i
Cc1nc2sc(C)c(C)c2c(=O)[nH]1	i	-2	i	i	11	i	i	i	i	-11	i
CN(C(=O)COC(=O)c1ccc(Cl)nc1)C1CCS(=O)(=O)C1 (centres undefined)	i	10	i	i	-3	i	i	i	i	-14	i
COc1ccc(/C(C)=N\NS(=O)(=O)c2ccccc2)cc1OC	i	-5	i	i	0	i	i	i	i	-5	i
COc1nccnc1NS(=O)(=O)c1ccc(NC(=S)NC(=O)c2ccc(F)c(F)c2)cc1	i	6	i	i	11	i	i	i	i	-7	i
COc1ccc(Cl)cc1C(=O)NC(=S)Nc1nc(C)cc(C)n1	i	-32	i	i	-1	i	i	i	i	-6	i
Cc1cc(C)n(CCNC(=O)C2CCC(=O)N(CC3CCCCC3)C2)n1 (centres undefined)	i	-5	i	i	.	i	i	i	i	-5	i
Cc1nc(N)nc(OCC(F)(F)C(F)F)c1Br	i	-2	i	i	1	i	i	i	i	-8	i
CN1CCNC(=O)C1CC(=O)N1CC=C(c2ccc(F)cc2)CC1 (centres undefined)	i	1	i	i	-1	i	i	i	i	-6	i
CNC(=S)NNC(=O)Cc1ccccc1	i	-4	i	i	-7	i	i	i	i	-10	i
CCCS(=O)(=O)c1c(S(=O)(=O)CCC)c2cnccn2c1C(=O)c1ccc(F)cc1	i	0	i	i	0	i	i	i	i	-10	i
Cc1ccc(CN(C)C(=O)c2ccc(NS(=O)(=O)c3ccc4[nH]c(=O)[nH]c4c3)cc2)cc1	i	7	i	i	-4	i	i	i	i	-15	i
Cc1cc(C(F)(F)F)cc(NNC(=O)NC(=O)c2ccccc2Cl)n1	i	-5	i	i	.	i	i	i	i	-9	i
CCN(CC)CCNC(=O)CCN1N=C(c2ccccc2)CCC1=O	i	1	i	i	-3	i	i	i	i	-7	i
Cc1cc(C)cc(NC(=O)N2CCCN(c3ncccc3[N+](=O)[O-])CC2)c1	i	-3	i	i	12	i	i	i	i	-7	i
O=C(Nc1ccccc1)c1ccccc1Oc1ccc(C(F)(F)F)cc1[N+](=O)[O-]	i	1	i	i	7	i	i	i	i	-11	i
CCOc1ccc(C(=O)c2ccccc2C(=O)O)cc1OCC	i	2	i	i	0	i	i	i	i	-13	i
C=CCOn1c(=O)c(-c2ccc(F)cc2)[n+]([O-])c2ccccc21	i	-1	i	i	0	i	i	i	i	-3	i
O=C(CSc1c[nH]c2ccccc12)NCc1ccc2c(c1)OCO2	i	2	i	i	1	i	i	i	i	-12	i
COc1cc2c(c(OC)c1OC)-c1ccc(OC)c(=O)cc1[C@@H](N(C)CC#CCO)CC2	i	6	i	i	0	i	i	i	i	-11	i
COc1ccc(-c2nc(=S)c3c(n2CCN2CCOCC2)CC(C)(C)OC3)cc1	i	-3	i	i	4	i	i	i	i	-8	i
CCC1=Nc2ccccc2NC2=C1C(=O)CCC2	i	-9	i	i	2	i	i	i	i	-5	i
O=C(N/N=C/c1cn(-c2cccs2)nc1-c1ccccc1)c1ccccc1O	i	-2	i	i	-3	i	i	i	i	-11	i
CN(c1ccccc1)S(=O)(=O)c1ccc(Cl)c(C(=O)Nc2ccc(-c3nc4ccccc4[nH]3)cc2)c1	i	-1	i	i	-7	i	i	i	i	-18	i
CC(Oc1ccc2ccccc2c1)C(=O)N/N=C/c1cccnc1 (centres undefined)	i	-3	i	i	2	i	i	i	i	-6	i
CC(C)C(=O)Nc1nnc(COc2ccc(Cl)cc2)s1	i	-5	i	i	3	i	i	i	i	-6	i
O=C(NCC1CCCO1)C1CCC(CNS(=O)(=O)c2ccccc2)CC1 (centres undefined)	i	-2	i	i	3	i	i	i	i	-6	i
O=C(O)CCC(=O)NCc1c(Cl)cccc1Sc1ccc(Cl)cc1	i	-7	i	i	.	i	i	i	i	-10	i
COc1ccc2c(C)cc(SCc3c(C)noc3C)nc2c1	i	13	i	i	-2	.	i	i	i	-16	i
Cc1cc(N)n2ncc(-c3ccc(Cl)cc3)c2n1	i	5	i	i	29	i	i	i	i	-7	i

Remaining list, next part:
structure	TRPC4 potent	Platelet DG rel	TRPC4 agonist	PolyA inhibitor	DYRK1A inh	TRPC4 block	KCNK3 inh	KCNQ1 act	KCNK9 inh	hERG rescue	KCNQ1 block
O=[N+]([O-])c1ccccc1N/N=C1\CCc2ccccc21	i	-4	i	i	2	i	i	i	i	-12	i
Cc1ccc(C)c(OCC(=O)Nc2c[nH]c(=O)[nH]c2=O)c1	i	40	i	i	-5	i	i	i	i	-9	i
C=CCn1c(CNC(=O)c2ccco2)nnc1SCC(=O)Nc1cccc(F)c1	i	12	i	i	-9	i	i	i	i	-12	i
Cc1csc(NC(=O)CCC(=O)N(CC(=O)NC2CCCC2)Cc2ccccc2)n1	i	-8	i	i	1	i	i	i	i	-6	i
Nc1cc[n+](CC(=O)Nc2ccccc2)cc1	i	-4	i	i	0	i	i	i	i	-13	i
CCSc1ccccc1C(=O)N1CCN(Cc2ccc3c(c2)OCO3)CC1	i	1	i	i	0	.	i	i	i	-12	i
CCC/C=C(\CCC)C(NC(=O)c1ccc(C(=O)OC)cc1)c1ccc(C(=O)OC)cc1 (centres undefined)	i	-3	i	i	.	i	.	i	i	-4	6*
O=c1cc(-c2ccccc2)[nH]c2ccccc12	i	2	i	i	49	i	i	i	i	-17	i
CNC(=O)c1cc(S(=O)(=O)Nc2ccc3c(c2)OCO3)ccc1C	i	-5	i	i	.	i	i	i	i	-2	i
O=C(NC1CCCCCC1)c1ccc2nc3cc(Cl)ccc3c(=O)n2c1	i	2	i	i	-3	i	i	i	i	-9	i

3 compounds from above, arranged by SMILES length, low to high.
structure	TRPC4 potent	Platelet DG rel	TRPC4 agonist	PolyA inhibitor	DYRK1A inh	TRPC4 block	KCNK3 inh	KCNQ1 act	KCNK9 inh	hERG rescue	KCNQ1 block
O=c1cc(-c2ccccc2)[nH]c2ccccc12	i	2	i	i	49	i	i	i	i	-17	i
C=CCn1c(CNC(=O)c2ccco2)nnc1SCC(=O)Nc1cccc(F)c1	i	12	i	i	-9	i	i	i	i	-12	i
Cc1csc(NC(=O)CCC(=O)N(CC(=O)NC2CCCC2)Cc2ccccc2)n1	i	-8	i	i	1	i	i	i	i	-6	i

Going on with the list:
structure	TRPC4 potent	Platelet DG rel	TRPC4 agonist	PolyA inhibitor	DYRK1A inh	TRPC4 block	KCNK3 inh	KCNQ1 act	KCNK9 inh	hERG rescue	KCNQ1 block
COc1ccc(-c2cn3cc([N+](=O)[O-])ccc3n2)cc1OC	i	2	i	i	4	i	i	i	i	-12	i
COc1ccc(CCNC(=O)CSc2cn(Cc3cccc(C)c3)c3ccccc23)cc1OC	i	-3	i	i	-2	i	-9.2*	i	i	-11	i
COc1ccccc1C(=O)OCC(=O)NC(=O)NCc1ccccc1	i	1	i	i	0	i	i	i	i	-6	i
CN(C)c1ccc(Nc2ccc([N+](=O)[O-])cn2)cc1	i	-6	i	i	.	i	i	i	i	-10	i
COc1ccc2c(c1)C(NC(=O)C(F)(F)F)CC2=O (centres undefined)	i	-4	i	i	-9	i	i	i	i	-15	i
COc1cccc(C(=O)NC(=S)Nc2ccccc2N2CCOCC2)c1	i	0	i	i	3	i	i	i	i	-17	i
CN(C)/C=C/C(=O)c1cc(F)cc(C(F)(F)F)c1	i	2	i	i	-4	i	i	i	i	-10	i
